ATG4B inh: blocks human ATG4B protease cleavage of LC3 substrate; ATG4B cleavage of LC3-PLA2, NBD-HPC fluorescence, 1 h; inhibition, % at 8.33 µM; 340,000 tested, 0.51% active; Q9Y4P1; in the data active = inhibition above about 40%
Target sequence (Q9Y4P1 whole entry, looked up): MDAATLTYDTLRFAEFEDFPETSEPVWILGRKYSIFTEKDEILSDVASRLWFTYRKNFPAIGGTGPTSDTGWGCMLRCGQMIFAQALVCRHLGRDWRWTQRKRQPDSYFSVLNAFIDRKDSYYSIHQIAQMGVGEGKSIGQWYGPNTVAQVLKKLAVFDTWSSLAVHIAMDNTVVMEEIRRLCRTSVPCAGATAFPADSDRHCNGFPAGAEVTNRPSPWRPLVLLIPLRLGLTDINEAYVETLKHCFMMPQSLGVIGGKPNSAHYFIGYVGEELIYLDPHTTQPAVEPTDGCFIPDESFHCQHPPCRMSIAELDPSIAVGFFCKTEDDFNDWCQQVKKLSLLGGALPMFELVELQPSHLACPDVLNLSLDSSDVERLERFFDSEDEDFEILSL
SENP1 inh: blocks the human SENP1 SUMO protease catalytic domain. Q9P0U3. recombinant SENP1 catalytic domain, CyPet-SUMO1-YPet FRET cleavage. inhibition, % at 10 µM. 360,000 tested, 0.21% active. AID 624204;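 active = inhibition at least 30% at 10 µM, raw YFP signal under a set limit, fluorescence ratio 0.5 to 1.5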;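 also: 0% = enzyme with DMSO and 100% = no enzyme wells; some results filed as inactive read as strong as hits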
Target sequence (Q9P0U3 419-644 limits assumed): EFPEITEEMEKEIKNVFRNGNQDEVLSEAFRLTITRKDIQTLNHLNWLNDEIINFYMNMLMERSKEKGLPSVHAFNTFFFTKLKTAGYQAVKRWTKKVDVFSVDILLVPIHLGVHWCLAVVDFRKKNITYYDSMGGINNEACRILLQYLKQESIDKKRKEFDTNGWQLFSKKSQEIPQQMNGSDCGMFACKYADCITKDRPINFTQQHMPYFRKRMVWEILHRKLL
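Test system: recombinant human SENP1 catalytic domain, His6-tagged / Medium: pH 8 Tris buffer with EDTA, NaCl, BME, BSA, NP40, catalase / Also added: SUMO1 FRET substrate flanked by Cypet and Ypet, 25 nM / Times: 50 min reaction at room temperature / Signal: FRET, CFP and YFP emission / Control set: no-enzyme low control and enzyme-plus-DMSO high control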
PfGluPho inh: PfG6PD (Plasmodium falciparum) enzyme inhibition; PfGluPho enzyme, NADPH resazurin-diaphorase fluorescence; inhibition, % at 20 µM; 350,000 tested, 0.78% active; AID 504690;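 active = inhibition reaching at least a set limit at 20 µM in the primary screen, cut at about 59% in these data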;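 also: 0% = DMSO wells with substrate and 100% = DMSO wells lacking glucose-6-phosphate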
hIAP act: increases human intestinal alkaline phosphatase activity. P09923. purified human IAP, CDP-Star luminescence, 30 min; stronger effect = higher value; 1 = vehicle-only enzyme, 0 = enzyme-free background. activation factor at 10 µM. 330,000 tested, 0.16% active. AID 2524;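 active = activation factor of the enzyme at least 2-fold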; also: the source names both 10 and 20 µM as test concentration; values of inactives mirror those of a sister screen read the other way
SENP6 block: blocks the human protease SENP6. AID 2599. 330,000 tested, 1.8% active. inhibition, % at 10 µM. Recombinant SENP6 catalytic domain, aminoluciferin luminescence;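 active = inhibition above about 50% at the single tested dose, limit read from the data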;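 also: plate controls were DMSO wells with enzyme for no effect and DMSO wells lacking enzyme for full effect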
SENP8 block: SENP8 (human) protease inhibition; Q96LD8; recombinant SENP8, Nedd8 substrate fluorescence; inhibition, % at 20 µM; 360,000 tested, 0.64% active; in the data active = inhibition mostly above about 40%, no sharp cut-off; inactive = mostly below about 27%
Target sequence (Q96LD8 whole entry, looked up): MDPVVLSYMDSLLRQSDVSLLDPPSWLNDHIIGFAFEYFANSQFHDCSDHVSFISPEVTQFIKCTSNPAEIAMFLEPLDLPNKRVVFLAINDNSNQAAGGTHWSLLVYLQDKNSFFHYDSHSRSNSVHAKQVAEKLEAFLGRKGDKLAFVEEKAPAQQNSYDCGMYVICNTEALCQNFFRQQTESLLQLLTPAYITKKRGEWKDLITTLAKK
NR3A LBD binder: NR3A (human) ligand-binding domain modulation; NR3A LBD differential scanning fluorimetry, Tm shift; 0% = protein alone, 100% = glycine-bound protein; Tm shift relative to glycine control, % at 25 µM; 340,000 tested, 2.5% active;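 active = melting temperature shift of at least 10% of the positive control shift, at one fixed dose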
MPTP inh: permeability transition pore inhibition; isolated mouse mitochondria, Ca2+ swelling absorbance, 30 min; inhibition, % at 10 µM; 360,000 tested, 1.4% active; AID 602449;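 active = inhibition of 50% or more, scaled per plate between neutral and stimulator controls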;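 also: 0% = DMSO wells given calcium and 100% = 1 mM EGTA wells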
The depositor's hits bear a star; i = inactive; . = no result given.

SMILES	ATG4B inh	SENP1 inh	PfGluPho inh	hIAP act	SENP6 block	SENP8 block	NR3A LBD binder	MPTP inh
Cc1ccc(C)c(N2CCN(C(=O)c3ccc4nc(-c5ccco5)c(-c5ccco5)nc4c3)CC2)c1	15	-18	13	1.4	2	-336	-2	18
CCN(CC)CC(=O)Nc1sc(C)cc1C(=O)c1ccc(C)cc1	1	-2	1	1	17	19	1	0.0
O=C(N/N=C/c1cn(-c2ccccc2)nc1-c1cc2ccccc2o1)c1c[nH]c2ccccc12	-5	2	0	0.97	-26	-72	20*	0.2
CCN1CCN(c2ccc(S(=O)(=O)N3CCOCC3)cc2NC(=O)c2ccc(C)c(C)c2)CC1	-17	-1	12	1.1	-6	3	3	-1.4
CC(C)(C)c1ccc(C(=O)NCC(=O)N2CCC3(CC2)NCCc2[nH]cnc23)cc1	7	2	2	1.2	2	9	-1	-0.4
COc1ccc(OC)c(-c2csc(NC(=O)Cn3[nH]c(=O)c4ccccc4c3=O)n2)c1	-3	4	-7	1	-2	-4	-3	-0.5
Cc1sc2ncnc(SCC(=O)NC3CCS(=O)(=O)C3)c2c1C (configuration not stated)	.	23	11	.	.	0	.	0.0
COc1ccc(OC)c(S(=O)(=O)N/N=C\c2c[nH]c3ccccc23)c1	-4	1	-10	1	-18	9	32*	1.8
O=C(CN1CCN(S(=O)(=O)c2ccc(F)cc2)CC1)N1CCOCC1	-5	1	8	1	-4	5	-1	-2.1
Cn1c(C(=O)OC(C(=O)NCC2CCCO2)c2cccnc2)cc2sccc21 (configuration not stated)	0	4	-12	0.85	-16	8	-4	-2.2
CC12C=CC3(CN(Cc4ccccc4)C(=O)C3C1C(=O)NCc1ccco1)O2 (configuration not stated)	5	-4	-4	1	1	3	-1	0.6
Cc1ccc(NNC(=O)c2cccs2)cc1Cl	-15	1	11	0.88	-41	34	1	0.5
CC(C)NC(=O)CSc1nc(Cc2ccccc2)nc2ccccc12	0	2	-18	1.2	-8	12	-2	-0.7
Cc1ccc(-n2cc(CNC(C)Cn3cncn3)c(-c3ccc(F)cc3)n2)cc1 (configuration not stated)	-2	1	17	1.1	-13	6	2	1.4
COC(=O)C1=C(C)Nc2nnnn2C1c1ccccc1Cl (configuration not stated)	0	0	1	0.81	-9	18	4	1.2
Cc1ccccc1C1NS(=O)(=O)N=C1N (configuration not stated)	0	1	-4	0.96	-11	12	-1	-0.7
CCCCNC(=S)N1CCn2cccc2C1c1ccccc1 (configuration not stated)	-3	0	9	1.1	-18	5	-1	-0.3
CCn1c(SCC(=O)Nc2cc(C)on2)nc2c1c(=O)n(C)c(=O)n2C	-6	1	4	0.9	8	10	0	-1.4
COCCNC(=O)CN(C(=O)CCC(=O)Nc1cc(C)on1)c1ccccc1C	-10	2	-3	0.85	-14	4	1	-0.1
O=C(N/C(=C\c1ccccc1)C(=O)N1CCCCC1)c1ccco1	-9	2	-4	0.98	-20	-2	0	-0.7
O=C(NCC(=O)N(c1ccc(F)cc1)C(C(=O)NC1CCCC1)c1cccnc1)c1cccs1 (configuration not stated)	-6	0	6	1.1	-14	6	-3	-0.2
Cc1cc(C)c(NC(=O)C2CCCN2CCOC(=O)c2cccc([N+](=O)[O-])c2)c(C)c1 (configuration not stated)	0	0	10	0.94	-5	6	-1	0.9
CCCS(=O)(=O)N1CCC(C(=O)NCCCOC(C)C)CC1	-11	1	-23	1.1	0	22	-1	-3.9
CCOc1ccccc1C1C(C(=O)OC)=CN(C)C=C1C(=O)OC	-5	-33	3	1.1	2	-286	3	11
O=C(CCc1nc2ccccc2c(=O)[nH]1)Nc1ccc(F)c([N+](=O)[O-])c1	2	-31	21	1.1	-17	-19	-3	-0.7

Some of these compounds in order of length of the SMILES, lowest first.
SMILES	ATG4B inh	SENP1 inh	PfGluPho inh	hIAP act	SENP6 block	SENP8 block	NR3A LBD binder	MPTP inh
COC(=O)C1=C(C)Nc2nnnn2C1c1ccccc1Cl (configuration not stated)	0	0	1	0.81	-9	18	4	1.2
COc1ccc(OC)c(S(=O)(=O)N/N=C\c2c[nH]c3ccccc23)c1	-4	1	-10	1	-18	9	32*	1.8
O=C(CCc1nc2ccccc2c(=O)[nH]1)Nc1ccc(F)c([N+](=O)[O-])c1	2	-31	21	1.1	-17	-19	-3	-0.7

Continuation:
SMILES	ATG4B inh	SENP1 inh	PfGluPho inh	hIAP act	SENP6 block	SENP8 block	NR3A LBD binder	MPTP inh
Cc1ccc(CCN2CC(C(=O)N3CCN(c4ccc(F)cc4)CC3)CC2=O)cc1 (configuration not stated)	-13	4	13	0.93	-15	20	2	-1.3
O=C(Nc1ccccc1)C(Cc1ccccc1)NC(=O)C12CC3CC(CC(C3)C1)C2 (configuration not stated)	-3	-1	-2	1	-10	8	1	4.4
CCOC(=O)c1ccc(S(=O)(=O)N2CCN(S(=O)(=O)CC)CC2)cc1	-5	1	-8	1.2	-12	22	3	60*
CCOC(=O)COc1ccc(S(=O)(=O)NC2CC2)cc1	-6	1	1	0.84	10	3	2	-0.7
CC(C)NS(=O)(=O)c1ccc(NC(=S)NC(=O)c2ccc(-c3ccccc3)cc2)cc1	1	2	1	0.89	-14	7	-7	5.8
COc1ccccc1Nc1ncc(C(C)=O)c(C)n1	-2	-2	-9	1	40	-70	1	-2.1
COc1cccc(N=Nc2c(N)[nH]n3c(=O)c4c(nc23)CCCC4)c1	-13	4	9	1.3	3	50*	-13	-2.9
COc1ccc(OC)c(CNC(=O)C2CCCN(c3nc4ccccc4o3)C2)c1 (configuration not stated)	24	4	-10	0.96	-9	6	2	-3.2
COc1ccc2c(c1)C(C)=CC(C)(C)N2C(=O)CNCc1ccc2c(c1)OCO2	0	-5	10	1.4	-16	8	-3	6.3
Cc1cc2ncn(C(=O)c3cc(-c4ccccc4)nc4ccccc34)c2cc1C	0	1	4	1	-8	-2	-4	1.3
COc1cc(O)c2c(=O)c3c(OC)c(O)ccc3oc2c1	-13	4	13	1	-7	22	-3	3.2
CCOC(=O)[C@H]1[C@H]2COc3ccccc3[C@@H]2N2C(=O)CN(Cc3ccc(C)cc3)C(=O)[C@@]12C	-8	34*	-1	0.87	6	5	0	1.0
O=C(/C=C/c1ccco1)c1cccc([N+](=O)[O-])c1	7	1	50	.	.	28	-1	-1.5
CC(=O)C1=C(O)CC(c2ccccc2)CC1=NCCc1c(C)[nH]c2ccccc12 (configuration not stated)	-35	4	11	0.95	-6	4	2	0.3
CCOC(=O)C1CCCN(C(=O)CCNS(=O)(=O)c2ccc(Br)cc2)C1 (configuration not stated)	-1	0	-6	0.98	-13	11	0	1.0
COc1ccc2nc(Nc3nc4cc5c(cc4s3)OCCO5)sc2c1	-12	-13	21	1	71*	-332	12*	1.9
CCOC(=O)c1nnsc1Nc1ccc(C)c(C)c1	1	2	51	0.99	-15	3	-3	-1.9
C[C@@H]1CCC(=O)N(CC[C@H](N=[N+]=[N-])c2ccccc2)CC1	-5	0	2	0.74	-1	16	0	0.8
CN(C1CCCCC1)S(=O)(=O)c1cccc(C(=O)Nc2ccccn2)c1	3	1	9	0.89	-8	23	2	-1.9
O=C(CCC1COc2ccccc2O1)NCc1ccco1 (configuration not stated)	-7	-3	6	1.1	-14	18	-2	2.1
CCC(=O)C1CCCN(C(=O)c2cccc(OC3CCN(S(C)(=O)=O)CC3)c2)C1 (configuration not stated)	1	-1	-18	1.3	3	6	1	-0.2
CC(C)(C)OC(=O)C(C)(C)O/N=C(\C(=O)O)c1csc(N)n1	-1	2	5	0.96	0	-9	3	-0.7
NNC(=O)C1CC(O)CN1S(=O)(=O)c1ccc2ccccc2c1 (configuration not stated)	-5	3	4	1	5	-3	-1	-1.0
Cc1nn(-c2ccccc2)c(C)c1C(=O)OCC(=O)Nc1ccc2c(c1)OCO2	0	1	-12	0.92	11	32	-3	2.7
COc1ccc(OC)c(C2=Nn3c(nnc3C3CCCCC3)SC2)c1	-11	4	-6	0.99	-19	-84	-4	-0.1

Continuation:
SMILES	ATG4B inh	SENP1 inh	PfGluPho inh	hIAP act	SENP6 block	SENP8 block	NR3A LBD binder	MPTP inh
O=S(=O)(c1ccc2ccccc2c1)N1CCN(C2CCN(Cc3ccccc3)CC2)CC1	-13	0	-8	0.94	-4	15	1	-0.5
CCCCCCc1c(O)c2ccccc2[nH]c1=O	-12	0	1	0.99	2	-46	-1	-0.9
COc1ccc(-n2nc(C(=O)NCCCN3CCOCC3)c3ccccc3c2=O)c(OC)c1	-3	1	14	0.92	-6	3	2	1.4
Cc1cccc(-n2c(C)cc(/C=N\NC(=O)c3cccs3)c2C)c1	3	-11	5	1	-11	-68	12*	4.7
CSc1nc2ccc(NC(=O)c3ccc(=O)[nH]c3)cc2s1	-4	-1	-10	1.1	6	-4	-5	-1.3
Cc1c(Cl)cccc1NC(=S)NCCc1ccc(S(N)(=O)=O)cc1	22	0	-12	0.9	-12	12	-4	0.7
COc1ccc(C(c2nnnn2Cc2ccccc2)N2CCN(c3nc4ccccc4s3)CC2)cc1 (configuration not stated)	-7	0	-18	1.1	-6	17	-3	-0.9
CS(=O)(=O)c1ccc(NC(=O)CCN2C(=O)C3CCCCC3C2=O)cc1 (configuration not stated)	-9	-1	0	0.88	-8	7	-1	-0.5
O=S(=O)(c1ccccc1)N1CCN(C(=S)NCCc2ccccc2)CC1	-8	-1	-2	0.88	-12	0	-5	2.2
O=C(C[C@H]1C[C@@H]2c3cc(NC(=O)C4CCC4)ccc3O[C@@H]2[C@H](CO)O1)NC1CCCCC1	.	-2	-7	.	.	7	.	-0.5
COc1cccc(-n2c(C)nn(C)c2=O)c1	-6	3	2	0.99	-13	9	-1	1.7
Cc1c(N)cccc1-n1cccc1	-3	3	8	1	-8	19	1	0.4
O=C(Nc1ccc(N2CCOCC2)c(Cl)c1)c1ccc(F)cc1	-2	1	94*	0.88	4	2	-1	1.3
CC1CCN(C(=O)CNC(=O)c2cccc(OC(F)F)c2)CC1	-8	-1	14	1	3	6	-1	0.0
COC(=O)c1ccccc1-c1ccc(/C=N/Nc2nc(N3CCCC3)nc(N3CCCC3)n2)o1	-13	-35	20	1	-13	-442	2	3.7
COc1cc(C2NC(=O)NC(c3ccccc3)=C2C(C)=O)ccc1OCC(=O)O (configuration not stated)	-5	1	-6	1.3	-30	5	0	0.4
O=C(O)COc1ccc(S(=O)(=O)N2CCCC2)cc1	-2	-1	3	1.1	14	7	1	-0.3
Cc1cccc(OCC(=O)NCC(=O)N/N=C/c2ccc(O)cc2O)c1	1	-4	-36	1.6	-16	-9	-1	-0.3
Clc1ccc(CSc2nnc(Cn3cnc4ccccc43)o2)cc1	-9	1	34	1.3	-5	12	0	39
COc1cccc(Oc2ccc(C(F)(F)F)cc2NC(=O)CN2C(=O)NC3(CCCC3)C2=O)c1	-2	0	-2	1.1	-33	4	7	-0.1
COCCN(C(=O)COC(=O)/C=C/c1ccc(SC)cc1)c1c(N)n(Cc2ccccc2)c(=O)[nH]c1=O	-9	1	-3	.	.	i	1	0.0
Cc1ccc(S(=O)(=O)NC(C(=O)N2CCOCCOCCOCCOCC2)C(C)C)cc1 (configuration not stated)	7	3	-12	1.2	0	12	-1	-0.1

5 entries out of the list above, arranged by the value under hIAP act, ascending.
| Compound | hIAP act |
| --- | --- |
| Cn1c(C(=O)OC(C(=O)NCC2CCCO2)c2cccnc2)cc2sccc21 (configuration not stated) | 0.85 |
| O=S(=O)(c1ccccc1)N1CCN(C(=S)NCCc2ccccc2)CC1 | 0.88 |
| CN(C1CCCCC1)S(=O)(=O)c1cccc(C(=O)Nc2ccccn2)c1 | 0.89 |
| COc1ccc2nc(Nc3nc4cc5c(cc4s3)OCCO5)sc2c1 | 1 |
| Cc1ccc(-n2cc(CNC(C)Cn3cncn3)c(-c3ccc(F)cc3)n2)cc1 (configuration not stated) | 1.1 |

Screens deposited in PubChem by Sanford-Burnham Center for Chemical Genomics.
